LmPK inh = LmPK (Leishmania mexicana) enzyme inhibition; purified LmPK, Kinase-Glo ATP luminescence, 1 h; Potency, µM (top dose mostly 57.5 µM), for the others: at the highest dose activity change, negative = inhibition, actives largely listed as inhibitors; hit rate 0.37% among 290,000
Target sequence (Q27686 whole entry, looked up): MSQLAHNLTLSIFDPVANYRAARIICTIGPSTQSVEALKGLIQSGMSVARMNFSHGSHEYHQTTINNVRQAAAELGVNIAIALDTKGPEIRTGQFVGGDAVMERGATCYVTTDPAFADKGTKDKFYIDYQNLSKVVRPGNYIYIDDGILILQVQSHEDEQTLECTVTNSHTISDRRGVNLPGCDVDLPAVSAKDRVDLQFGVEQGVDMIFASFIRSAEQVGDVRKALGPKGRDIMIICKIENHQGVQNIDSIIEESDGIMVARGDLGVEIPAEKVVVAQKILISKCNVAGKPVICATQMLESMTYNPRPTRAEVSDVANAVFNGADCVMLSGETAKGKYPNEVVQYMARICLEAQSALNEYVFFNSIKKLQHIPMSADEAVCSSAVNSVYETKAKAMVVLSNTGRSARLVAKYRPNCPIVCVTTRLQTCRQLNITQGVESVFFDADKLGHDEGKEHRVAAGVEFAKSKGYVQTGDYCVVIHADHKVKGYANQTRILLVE
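In 50 mM imidazole pH 7.2 with 7 mM MgCl2, LmPK (0.1 nM) turned over PEP (0.5 mM) and ADP (0.1 mM) for 1 h at room temperature. Luciferase read-out of ATP.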
Pf growth 48h = inhibits P. falciparum growth in the first generation, 48 h | Potency, µM (doses to about 28.7 µM), inactives show top-dose activity change, negative = inhibition, most hits filed as inhibitors | AID 504832 | hit rate 5.9% among 310,000 | P. falciparum luciferase growth in erythrocytes, 48 h
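First compound was added to culture medium, then infected red cells at 0.1% parasitemia and 2% hematocrit (final). After incubation at 37 C under 5% CO2, luciferase detection reagent was dispensed and light output recorded.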
HCV inhibitor = blocks hepatitis C virus; Huh7.5.1 HCVcc-Cre infection, luciferase reporter, 44 h; Potency, µM (series often up to 41.8 µM), for the others: at the highest dose activity change, negative = inhibition, usual class: inhibitors; hit rate 3.4% among 340,000
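Antiviral activity was scored by luciferase reporter output from cells infected with HCVcc-Cre (~0.5 moi) in presence of compound, 44 h infection period, cells seeded 1,000/well 4 h prior.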
Pf growth 96h = P. falciparum growth inhibition at 96 hour, primary screen for plastid delayed-death inhibitors; P. falciparum luciferase reporter growth, 96 h; Potency, µM (titrated, usually from 28.7 µM), for inactives: top-dose activity change, negative = inhibition, most hits filed as inhibitors; hit rate 6.9% among 320,000
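Infected RBCs, 2% Hct / 0.05% parasitemia final; luciferase-reporter P. falciparum; cpd 96 h, 37 C, 5% CO2; luciferase detection reagent; luminescence.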
Sm TGR block = S. mansoni TGR enzyme inhibition. Q962Y6. purified TGR, DTNB reduction, TNB absorbance 405 nm. Potency, µM (series often up to 114 µM), without a hit: at the highest dose activity change, negative = inhibition, actives largely listed as inhibitors. hit rate 3% among 360,000; further: nearly all actives have a fitted effect of over 60% in size
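First, TGR (20 nM dispensed) and NADPH were mixed with compound. Second, a 15 min room-temperature incubation followed. Third, further NADPH and then DTNB were added to start the reaction. Finally, TNB absorbance was monitored kinetically.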
TbPYK inhibitor = T. brucei pyruvate kinase inhibition. Q57TT1. TbPYK enzyme, Kinase-Glo Plus ATP luminescence, 45 min. hit rate 0.12% among 410,000. AID 624173. Potency, µM (series often up to 76.8 µM), without a hit: at the highest dose activity, negative = inhibition, usual class: inhibitors; further: nearly all actives have a fitted effect of over 50% in size
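Screened from lowest to highest concentration, compounds were pinned into TbPYK/substrate mixtures, and ADP (130 uM final) was added. Plates sat at room temperature for 45 min prior to Kinase-Glo Plus detection by luminescence.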
Numbers without * were called inactive; ? = inconclusive; . = no result given; & = joins results of further samples; [ ] = dose if it differs, or a comment. The call rests on the fitted dose curve; in most records, active means well fitted curve in the direction sought with a large enough effect; inconclusive means small, poorly fitted or top-dose-only effect, or another doubt; inactive means no such curve, though single readings can be large; an effect the other way counts as inactive or inconclusive. On the % scale 0 is the no-effect control and ±100 the full control effect; potency means the concentration at half of the fitted maximal effect.

SMILES	LmPK inh	Pf growth 48h	HCV inhibitor	Pf growth 96h	Sm TGR block	TbPYK inhibitor
COc1ccc(-c2[nH]ncc2CNC(C)CCn2cccn2)c(F)c1 (centres undefined)	5%	21%	14%	?	7%	-3%
Oc1cncc(-c2cccnc2)c1	.	37%[activator]	2%	35%[activator]	0%	0%
COc1ccc(OC)c(CCNC(=O)c2sc3nc4n(c(=O)c3c2C)CCC4)c1	-3%	2%	-11%	16%	13%	-3%
O=C(COC(=O)c1ccccc1-c1nc2ccccc2s1)Nc1ccccc1C(F)(F)F	2%	5%	0%	?	1%	2%
CCOP(=O)(/C=C(\Cl)c1ccccc1)C(O)c1ccc(F)cc1 (centres undefined)	-3%	9%	-2%	35%[activator]	-13%	4%
CSc1cccc(NC(=O)NNC(=O)C2CCN(S(=O)(=O)N(C)C)CC2)c1	0%	14%	12%	-8%	-17%	0%
O=C(C(c1ccccc1)c1ccccc1)N(Cc1ccco1)C1CCS(=O)(=O)C1 (centres undefined)	3%	?	2%	?	0%	-19%
CC1CCCN(CC(O)COCc2ccccc2)C1 (centres undefined)	3%	-5%	-2%	34%[activator]	1%	0%
COC(=O)[C@@H](NC(=O)Nc1cc(Cl)ccc1C)C(C)C	2%	-8%	-1%	2%	13%	2%
OC(COCC1CC=CCC1)Cn1cnc2ccccc21 (centres undefined)	-2%	.	-7%	?	5%	-8%
CCN1CCN(c2c(/C=C3\SC(=S)N(Cc4ccco4)C3=O)c(C)c(C#N)c(=O)n2C)CC1	4%	2.3µM*	2.2µM*	?	2%	-8%
Cc1cccc2sc(NNC(=O)C3COc4ccccc4O3)nc12 (centres undefined)	-2%	27%	5%[8.37 µM]	-2%	-10%	?
Cc1ccc(/C=N/NC(=O)CNC(=O)c2ccc(S(=O)(=O)N(C)C)cc2)o1	8%	1%	2%	0%	1%	2%
COC(=O)c1nnn(-c2nonc2N)c1CSc1nc2ccccc2s1	-1%	11%	?	-5%	-1%	-6%
CCOC(=O)C1CSC(CC(=O)Nc2ccc(Cl)c(Cl)c2)C(=O)N1 (centres undefined)	0%	?	16%	?	-13%	2%
Cn1c(=O)c2c(O)c(Cc3ccccc3)c(=O)n(C)c2n(C)c1=O	-5%	10%	14%	11%	6%	-12%
Nn1c(SCc2cccc(Cl)c2)nnc1-c1ccncc1	0%	37%[activator]	6%	-1%	-1%	3%
O=C(CCS(=O)(=O)c1cccc2nonc12)N1CCOCC1	-17%	5%	5%	?	-31%	4%
COc1ccc(CCNC(=O)c2cccc(NC(=O)CC3SC(N4CCCCC4)=NC3=O)c2)cc1OC (centres undefined)	7%	12µM*	-8%	?	6%	3%
CN(C)c1ccc(C2C3C(=O)NC(=O)C3ON2c2ccc(Cl)cc2)cc1 (centres undefined)	12%	.	11%	-24%	1%	-12%
CCCC1=Nc2cc(C(=O)NCCN3CCOCC3)ccc2Sc2ccc(C)cc21	6%	?	-8%	-24%	-2%	6%
Cc1cccc(Nc2nc(N)c(C#N)c(CC#N)c2C#N)c1	3%	19%	3%	51%[activator]	?	-1%
COc1cc(/C=C(\C#N)C(=O)NCC2CCCO2)ccc1O (centres undefined)	0%	-4%	-1%	20%	-1%&-14%	1%&-6%
O=C(NC(=O)c1ccccc1O)c1ccc2c(c1)CCO2	?	?	-4%	-23%	3%	-5%
COc1ccccc1N1CCN(S(=O)(=O)CCNC(=O)c2cccc(F)c2)CC1	.	-26%	3%	-6%	-3%	8%
Cn1nc(C(=O)Nc2ccc3c(c2)OCCO3)cc1C(=O)O	?	75%[activator]	9%	44%[activator]	.	-12%
Cc1cccc(Cl)c1OCCN1CCCC1	-12%	2%	?	1%	-3%	7%
CCOC(=O)C1CCN(S(=O)(=O)c2ccc(Cl)cc2)CC1	0%	38%[0.00184 µM]	15%	4%	0%	4%
Cc1c(C(=O)N(C)CC(=O)Nc2cccc(F)c2)oc2c(Cl)cccc12	.	2.6µM*	?	1.5µM*	1%	-1%
Cc1ccccc1C(=O)Nc1cccc(C(=O)N/N=C/c2ccccn2)c1	-2%	-17%	14%	14%	15%	7%
O=c1ccn(Cc2ccccc2)c2ccccc12	3%	-17%	?	?	25%	-1%
CC(=O)Nc1ccc2nc(-c3ccccn3)[nH]c2c1	-25%	100%[activator]	3%	?	-1%	-4%
COCc1nc(-c2ccc(-c3ccc(OC)cc3)nc2OC)no1	0%	11%	?	?	6%	1%
CC1C(=O)NN=C1C(=O)N/N=C\C(Br)=C\c1ccccc1 (centres undefined)	-6%	121%[activator]	1%	?	-11%	3%
O=C(NCc1ccco1)C1CCCN(S(=O)(=O)c2cnc[nH]2)C1 (centres undefined)	0%	.	4%	-26%	0%	-2%
CC(C)C(NC(=O)OCc1ccccc1)C(=O)NCC(=O)OC(C)(C)C (centres undefined)	-2%	10%	3%	-17%	14%	-9%
COc1ccccc1Nc1nn2c(=O)c3ccc(C(=O)N4CCCCC4)cc3nc2s1	-6%	?	11%	?	-3%&-1%	0%&-1%
CCOC(=O)c1sc2ncnc(N3CCN(CC)CC3)c2c1C	0%	11%	?	-19%	-7%	-2%
CCCCN(C(=O)c1ccccc1OCc1ccc(F)cc1)c1c(N)n(CC(C)C)c(=O)[nH]c1=O	-6%	?	?	?	0%	-6%
CNC(=O)n1cc(C)c(-c2cccs2)n1	2%	0%	?	0%	0%	1%
COc1ccc(C(=O)c2ccc(OC)c3cccc(O)c23)cc1OC	-13%	?	?	.	?	5%
Cc1ccc(NC(=S)N=Nc2c(O)n(C)c3ccc(S(=O)(=O)N4CCOCC4)cc23)cc1	-1%	2.6µM*	?	?	3%	7%
O=S(=O)(c1ccc(N2CCCCCC2)nc1)N1CCCC1	1%	-3%	0%	10%	1%	-3%
COc1cccc(N2C(=O)CC(N3CCc4ccccc43)C2=O)c1 (centres undefined)	-1%	16%	27%	37%[activator]	-2%	2%
Cc1ccccc1NC(=O)N1c2ccccc2CC1C (centres undefined)	0%	-15%	-15%	34%[activator]	.	1%

Sorted by count of non-hydrogen atoms (descending): five of the compounds above.
SMILES	LmPK inh	Pf growth 48h	HCV inhibitor	Pf growth 96h	Sm TGR block	TbPYK inhibitor
CCCCN(C(=O)c1ccccc1OCc1ccc(F)cc1)c1c(N)n(CC(C)C)c(=O)[nH]c1=O	-6%	?	?	?	0%	-6%
Cc1ccc(NC(=S)N=Nc2c(O)n(C)c3ccc(S(=O)(=O)N4CCOCC4)cc23)cc1	-1%	2.6µM*	?	?	3%	7%
CC(C)C(NC(=O)OCc1ccccc1)C(=O)NCC(=O)OC(C)(C)C (centres undefined)	-2%	10%	3%	-17%	14%	-9%
O=C(NCc1ccco1)C1CCCN(S(=O)(=O)c2cnc[nH]2)C1 (centres undefined)	0%	.	4%	-26%	0%	-2%
O=c1ccn(Cc2ccccc2)c2ccccc12	3%	-17%	?	?	25%	-1%

The results go on:
SMILES	LmPK inh	Pf growth 48h	HCV inhibitor	Pf growth 96h	Sm TGR block	TbPYK inhibitor
Cc1ccc(-n2c(SCC(=O)N3CCOCC3)nnc2-c2ccncc2)cc1	4%	5%	6%	17%	-21%	-5%
Cc1ccc(C)c(NC(=O)CN(C)C(=O)Cn2c(=O)oc3ccccc32)c1	.	-29%	11%	9%	-12%	2%
COc1ccccc1N1CC(C(=O)Nc2nnc(SCC(=O)N3CCOCC3)s2)CC1=O (centres undefined)	-1%	5%	12%	?	-4%	-9%
CN(CC(=O)Nc1ccccc1Br)C(=O)c1ccc(COc2ccccc2)cc1	-7%	2%	?	3%	5%	-10%
O=C(CCC(=O)c1cccs1)OCc1nc2ccccc2s1	0%	14%	11%	10%	0%	2%
NC(=O)NCCCC(=O)O	.	?	?	?	0%	-1%
NS(=O)(=O)c1ccc(CCNC(=O)c2ccc(C(=O)c3ccccc3)cc2)cc1	2%	10%	-28%	23%	4%	1%
CN(C(=O)CSc1nnnn1-c1ccccc1)C1CCS(=O)(=O)C1 (centres undefined)	-6%	-22%	20%	6%	9%	4%
O=C(CC1SC(N2CCCC2)=NC1=O)Nc1ccc(C(=O)N2CCCC(C(F)(F)F)C2)cc1 (centres undefined)	.	?	0%	?	5%	-1%
COc1ccc(CNc2ncnc3cc(OC)c(OC)cc23)cc1OC	-4%	?	-9%	?	35%	-5%
COc1ccc(NC(=O)CCN2C(=O)C3C4CCC(C4)C3C2=O)cc1 (centres undefined)	-3%	17%	17%	0%	-9%	6%
O=Cc1ccccc1OCc1nnsc1Cl	5%	-3%	4%	4%	-8%	-3%
CCOc1ccc(NC(=O)c2cccc3c2C(=O)N(CCOC)C3)cc1	-10%	.	6%	27%	-2%	11%
CCN1CCC(O)(C#Cc2ccccc2)CC1	-7%	-1%	7%	-2%	-2%	0%
CCN(C(=O)COC(=O)c1cn(C)c2ccccc12)c1ccc(F)cc1	.	-15%	-2%	?	5%	0%

Brought forward from above: 3 compounds; new compounds follow.
SMILES	LmPK inh	Pf growth 48h	HCV inhibitor	Pf growth 96h	Sm TGR block	TbPYK inhibitor
CCOc1ccc(NC(=O)c2cccc3c2C(=O)N(CCOC)C3)cc1	-10%	.	6%	27%	-2%	11%
CCN1CCC(O)(C#Cc2ccccc2)CC1	-7%	-1%	7%	-2%	-2%	0%
CCN(C(=O)COC(=O)c1cn(C)c2ccccc12)c1ccc(F)cc1	.	-15%	-2%	?	5%	0%
O=C(NC1(C(F)(F)F)C(=O)Nc2c1c(=O)[nH]c(=O)n2Cc1ccco1)C1CCCCC1 (centres undefined)	0%	.	5%	3%	-19%	-10%
COc1cc2cnc(-c3ccccc3)c(C(=O)c3ccc(F)cc3)c2cc1OC	.	?	?	?	-17%	-3%
O=C(c1n[nH]c2ccccc12)N1CCN(S(=O)(=O)c2ccc3ccccc3c2)CC1	15%	?	?	150%[activator]	3%	.
CCC(CC)C(=O)Nc1nnc(SCC(=O)N2CCN(c3ccccc3OC)CC2)s1	1%	-87%	-18%	30%[activator]	-3%	-6%
COCCNC(=O)c1ccc(C)c(NC(=O)C2=C(C)OCCS2)c1	-1%	40%[activator]	0%	39%[activator]	-25%	7%
COc1cccc(NC(=O)C/C(C)=N/NC(=O)C2CCCCC2)c1	-1%	8%	2%	?	-12%	1%
CCOC(=O)c1c[nH]n(-c2ccccc2)c1=O	1%	34%[activator]	16%	12%	16%	-3%
COc1ccc(/C=C/C(=O)c2ccc(NC(=O)c3cccs3)cc2)cc1OC	-4%	?	10µM*	-12%	2%	-3%
CCCN(CCC)c1nc(N(CCC)CCC)[nH]c(=O)n1	12%	12%	-13%	12%	1%	1%
Cc1ccccc1Nc1c(-c2cccnc2)nc2cccc(C)n12	5%	?	?	-1%	6%&-4%	-1%&2%
CCCN(Cc1ccccc1)C(=S)Nc1ccc(SC(F)F)cc1	6%	-15%	-24%	-7%	?	13%
Cc1ccc(-n2nc3c(c2NC(=O)/C=C\c2ccc4c(c2)OCO4)CSC3)c(C)c1	1%	?	?	13µM*	-14%	-3%
CC(C)NC(=O)c1ccc2c(c1)N(Cc1ccccc1)C(=O)C(C)(C)O2	-3%	?	-28%	146%[activator]	-13%	-19%
COC(=O)c1[nH]c2cc(OC)ccc2c1N	-10%	34%[activator]	-8%	83%[activator]	-14%	-17%
CCOC(=O)c1ccc2nc(C)cc(Nc3cccc(C(=O)O)c3)c2c1	-3%	16%	-2%[8.37 µM]	-11%	1%&-12%	5%
Cc1cccc2cc(COC(=O)C(C)(C)C)c(=O)[nH]c12	-2%	4%	8%	?	-7%	7%
C[C@@H](O)Cc1cn(CC(=O)NCCCCCCCCCCC(=O)N2CCNCC2)nn1	.	0%	29%	-23%	-2%	0%
COc1ccc(C(NC(=O)c2ccco2)c2ccc(OC)c(OC)c2)cc1 (centres undefined)	-6%	-3%	-2%	.	0%	-11%

Assay outcomes deposited in PubChem BioAssay by National Center for Advancing Translational Sciences (NCATS).

An unsorted share of the library; 16% or so of the library scored in one or more.
